# TDP-43 yeast inh = TDP-43 toxicity inhibition in yeast; TDP-43 expressing yeast growth rescue, BacTiter-Glo, 24 h; Potency, µM (doses to about 46.1 µM), inactives show at the highest dose growth rescue (activation), actives largely listed as activators; actives 1.8% (n = 410,000); AID 652104; note: potency is the fitted concentration of half-maximal effect; % of control where 0% means no effect; nearly all actives have a fitted effect of over 50% in size
#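 Yeast expressing TDP-43 (pregrown in raffinose, seeded at OD600=0.02 in galactose medium) exposed to compounds 24 hr at 30 deg C. Growth read by BacTiter-Glo luminescence; rescue of toxicity appears as increased signal.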
# PTHR1 agonist = agonists of human PTHR1 parathyroid hormone receptor | actives 0.075% (n = 410,000) | HEK293 GP2 PTHR1 cells, GloSensor cAMP luminescence, 1 h | Q03431 | Potency, µM (titrated, usually from 115 µM), for inactives: at the top dose activation, actives largely listed as activators; note: potency is the fitted concentration of half-maximal effect; nearly all actives have a fitted effect of over 55% in size; some results filed as inactive show a strong effect at the top dose; inactives centre near -15; many of its hits are not listed in these tables
# Target sequence (Q03431 whole entry, looked up): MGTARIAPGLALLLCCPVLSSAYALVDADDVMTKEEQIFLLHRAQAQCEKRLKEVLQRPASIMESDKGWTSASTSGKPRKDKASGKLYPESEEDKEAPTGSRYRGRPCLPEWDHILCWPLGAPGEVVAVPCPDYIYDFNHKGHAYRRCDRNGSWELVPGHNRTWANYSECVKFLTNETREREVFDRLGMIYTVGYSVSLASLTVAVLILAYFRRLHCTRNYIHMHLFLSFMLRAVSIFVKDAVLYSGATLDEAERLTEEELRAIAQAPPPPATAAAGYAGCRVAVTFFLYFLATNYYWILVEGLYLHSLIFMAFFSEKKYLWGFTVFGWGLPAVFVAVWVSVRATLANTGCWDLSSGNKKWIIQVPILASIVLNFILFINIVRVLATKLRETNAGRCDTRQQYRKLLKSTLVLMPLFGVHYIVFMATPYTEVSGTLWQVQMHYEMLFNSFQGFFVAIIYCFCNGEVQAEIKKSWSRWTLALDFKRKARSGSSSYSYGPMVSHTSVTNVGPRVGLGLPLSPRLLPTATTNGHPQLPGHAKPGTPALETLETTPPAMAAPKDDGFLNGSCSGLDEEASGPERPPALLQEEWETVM
#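 HEK-293-derived GP2 cells expressing PTHR1 and a GloSensor cAMP reporter, 3,000/well, plated overnight, given luciferin plus IBMX (each 0.5 mM as added) for 1 h at 37 °C, then compound for 1 h at 37 °C. Luminescence was read after 15 min at room temperature.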
# Akt phos inh = inhibitors of Akt phosphorylation | Neuro2A IGF-stimulated pAkt S473 HTRF, 20 min; hits give low values | activity change, % for hits at 50 µM | actives 0.32% (n = 360,000) | AID 651550; in the data active = activity change below about -80%; inconclusive = mostly about -51% to -80%; note: % is set by controls: 0 for no effect and ±100 for the full control effect
#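 Neuro2A cells (4,500/well, DMEM with 0.5% FBS) were treated with compound at a single 50 µM final concentration, stimulated with 6 nM IGF for 20 min at 37 °C, and lysed. Phospho-Akt Ser473 was read by HTRF as 665/615 ratio ×10^4.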
# aSyn rescue = rescues yeast growth from alpha-synuclein toxicity; actives 0.14% (n = 370,000); Yeast expressing alpha-synuclein, growth rescue, BacTiter-Glo, 24 h; AID 652106; Potency, µM (titrated, usually from 46.1 µM), inactives show at the highest dose growth rescue (activation), most hits filed as activators; note: potency is the fitted concentration of half-maximal effect; % of control where 0% means no effect; nearly all actives have a fitted effect of over 65% in size
#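 Readout is rescue of growth in alpha-synuclein-expressing yeast, so inhibitors of toxicity appear as activators. Growth after 24 hr at 30 deg C in galactose medium is quantified by luminescence.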
# Abeta yeast res = restores growth of yeast expressing A-beta42 peptide. actives 0.063% (n = 410,000). yeast expressing A-beta42, growth rescue, OD600, 48 h; response scale: 0% DMSO, 100% iron-clioquinol control. Potency, µM (top dose mostly 46.1 µM), for the others: top-dose growth rescue, actives largely listed as activators; note: potency is the fitted concentration of half-maximal effect; nearly all actives have a fitted effect of over 55% in size
#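 Yeast growth medium received pinned compounds, then yeast cells expressing toxic A-beta were added; plates incubated at 30 C for 48 hr. Growth read as absorbance at 600 nm, normalized to DMSO and equimolar FeCl3 plus clioquinol controls.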
# Mm-Cpn inhibitor = M. maripaludis TRiC chaperonin inhibition; actives 0.031% (n = 330,000); Potency, µM (series often up to 76.9 µM), for inactives: at the top dose activity, negative = inhibition, actives largely listed as inhibitors; purified Mm-Cpn ATPase, ADP Transcreener TR-FRET; AID 504842; note: potency is the fitted concentration of half-maximal effect; % is set by controls: 0 for no effect and ±100 for the full control effect; nearly all actives have a fitted effect of over 80% in size
#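 Quantitative HTS used 25 nM Mm-CPN and 10 uM ATP in magnesium/KCl Tris buffer, pH 7.4, with 1 mM DTT. Hydrolysis ran 30 min at 37°C; ADP was read by HTRF.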
# FUS yeast rescue = rescues growth of FUS-expressing yeast; actives 0.24% (n = 390,000); Potency, µM (series often up to 76.6 µM), for inactives: at the highest dose growth rescue (activation), actives largely listed as activators; S. cerevisiae FUS-expressing, growth rescue, OD600, 24 h;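 note: potency is the fitted concentration of half-maximal effect; plate controls were DMSO vehicle for no effect and reference control for full effect; nearly all actives have a fitted effect of over 55% in size; some results filed as inactive show a strong effect at the top dose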
#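 Galactose (2%) drives FUS expression in yeast precultured in raffinose; seeding density OD 0.005. Test compounds incubated 24hr at 30C and 99% humidity before absorbance at 600 nm was measured.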
# GLP1R inv ag = acts as inverse agonist at human GLP-1 receptor. P43220. HEK293 GLP-1R CRE-luciferase, luminescence, 24 h; GLP-1R form is constitutively active. Potency, µM (series often up to 38.3 µM), for inactives: at the top dose activity change, negative = inhibition, usual class: inhibitors. actives 1.6% (n = 410,000). AID 624417; note: potency is the fitted concentration of half-maximal effect; % is set by controls: 0 for no effect and ±100 for the full control effect; nearly all actives have a fitted effect of over 55% in size
# Target sequence (P43220 whole entry, looked up): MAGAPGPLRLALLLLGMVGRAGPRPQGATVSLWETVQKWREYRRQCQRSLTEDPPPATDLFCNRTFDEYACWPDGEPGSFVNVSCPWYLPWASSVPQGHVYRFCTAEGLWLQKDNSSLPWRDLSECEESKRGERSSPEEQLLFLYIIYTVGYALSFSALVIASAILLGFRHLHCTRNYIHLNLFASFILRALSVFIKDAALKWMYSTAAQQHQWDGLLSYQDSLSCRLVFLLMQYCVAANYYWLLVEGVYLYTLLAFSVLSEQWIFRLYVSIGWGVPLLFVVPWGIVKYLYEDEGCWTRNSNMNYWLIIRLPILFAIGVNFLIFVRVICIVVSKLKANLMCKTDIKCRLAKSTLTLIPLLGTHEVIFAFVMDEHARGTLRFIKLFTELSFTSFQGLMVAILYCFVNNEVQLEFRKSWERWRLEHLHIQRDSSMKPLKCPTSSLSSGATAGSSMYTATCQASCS
#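 Stable HEK293 clone (constitutively active GLP-1R + cAMP-response luciferase); 200 cells/uL plated, 12 h pre-culture, compound 24 hr, 37 deg C/5% CO2; detection reagent 12 min RT; luminescence.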
# HEK293 tox = cytotoxic in the GLP-1 receptor inverse agonist counter-screen | HEK293 cAMP-luciferase reporter cells, luminescence, 24 h | Potency, µM (doses to about 38.3 µM), for inactives: top-dose activity change, negative = inhibition, hits mostly inhibitors | actives 0.13% (n = 410,000);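 note: loss of luciferase light is scored as toxicity; potency is the fitted concentration of half-maximal effect; % is set by controls: 0 for no effect and ±100 for the full control effect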
#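 Compound-treated cells are incubated 24 hr at 37 deg C under 5% CO2 after a 12 hour attachment period, then luciferase detection reagent is added and luminescence is measured following 12 min at room temperature; lowered signal indicates toxicity.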
# Starred values were filed as active, the others as inactive; i = inactive; ? = inconclusive; / = no result given; [ ] = remark or other dose. Unless noted, calls come from the whole dose curve; as a rule, active = well fitted curve in the direction sought with a large enough effect; inconclusive = small, poorly fitted or top-dose-only effect, or another doubt; inactive = no such curve, though single readings can be large; an effect the other way counts as inactive or inconclusive. This is a subset; count on the stated rates, not on these rows.
SMILES,TDP-43 yeast inh,PTHR1 agonist,Akt phos inh,aSyn rescue,Abeta yeast res,Mm-Cpn inhibitor,FUS yeast rescue,GLP1R inv ag,HEK293 tox
CCCCOC(=O)C1=C(C)NC(=O)NC1c1ccc2c(c1)OCO2 (stereo not drawn),/,i,i,-6%,1%,/,7%,2%,-9%
O=C(Nc1ccc(F)cc1)c1cc(-c2ccccn2)nc2c(Cl)cccc12,18%,-31%[inhibitor],i,-12%,14%,-14%,34%,10%,-2%
CCn1nc(C)c(NC(=O)/C=C/c2cnn(C)c2C)c1C,-9%,i,i,2%,11%,2%,13%,63%[activator],2%
CCOC(=O)C1=CCN(S(=O)(=O)c2ccccc2C)C1c1ccc(Br)cc1 (stereo not drawn),12%,i,i,17%,14%,/,29%,?,4%
COc1ccc(/C=N/NC(=O)c2ccc(O)cc2)cc1CN1CCCc2ccccc21,3%,-5%,i,8%,26%,-10%,9%,?,-23%
CCn1cc(S(=O)(=O)NCCc2ccc(F)cc2)cn1,7%,i,i,0%,-6%,-2%,-12%,22%,2%
COc1cccc(NC(=O)[C@H](C)NC(=O)N2CCn3c2nc2ccccc23)c1,-4%,-19%,i,3%,12%,3%,14%,17%,4%
O=C(N/N=C/c1cccc(Oc2ccccc2)c1)c1ccccc1Br,22%,i,i,8%,7%,-1%,25%,?,-21%
CCOc1ccccc1NC(=O)c1ccc2c(O)c(S(=O)(=O)c3ccccc3)c(=O)[nH]c2c1,13%,-9%,i,1%,2%,/,-4%,12%,-6%
CCCCNC(=O)CSc1ccc(S(=O)(=O)N2CCOCC2)cn1,-3%,i,i,-6%,8%,-1%,-31%,7%,-3%
Cc1ccc(CN(Cc2ccc(C)o2)C(=S)NCC(=O)O)cc1,19%,i,i,3%,7%,-1%,-19%,5%,-13%
Cc1ccc(S(=O)(=O)N(C)c2ccc(C(=O)N(CC(C)C)C3CCS(=O)(=O)C3)cc2)cc1 (stereo not drawn),18%,-7%,i,7%,3%,2%,14%,-9%,11%
O=C(NCc1cccc(C(F)(F)F)c1)C1CCC(=O)N(C2CCCCCC2)C1 (stereo not drawn),-1%,-12%,i,2%,13%,-3%,21%,?,7%
C[C@H](CO)N1C[C@H](C)[C@@H](CN(C)CC2CCOCC2)Oc2ncc(Br)cc2C1=O,-3%,-23%,i,0%,4%,/,-21%,-4%,11%
O=S(=O)(Cc1nnnn1-c1ccccc1)c1ccc(F)cc1,16%,-7%,i,2%,4%,-4%,14%,10%,-7%
COc1ccc(CCNC(=O)c2cnc3ccc(C)cn3c2=O)cc1,18%,-21%,/,/,-14%,/,-12%,6%,-6%
CNC(=S)N/N=C/c1ccc(N(C)C)cc1,?,i,i,-8%,28%,-6%,3%,?,?
Cc1ccc(C(=O)NCC(=O)OC(C)C(=O)Nc2ccccc2[N+](=O)[O-])s1 (stereo not drawn),4%,-27%,i,1%[1.84 µM],-6%,1%,6%,8%,-21%
COc1ccc(CNc2nc3ccccc3s2)cc1OC,22%,-39%[inhibitor],i,1%,?,0%,-3%,16%,-4%
CCOC(=O)c1cccc(NC(=O)Nc2cc(OC)ccc2OC)c1,?,-7%,i,0%,22%,-1%,18%,?,-14%
CCOC(=O)Cn1nnc(-c2ccccc2)n1,-2%,i,i,-5%,-3%,-3%,10%,2%,-1%
O=c1[nH]c2ccsc2c(=O)n1CCO,0%,-14%,i,-5%,6%,0%,-24%,8%,3%
COc1ccc(NS(=O)(=O)c2ccc(F)c(Cl)c2)cn1,?,-8%,i,3%,16%,0%,-10%,15%,-4%
CC(C)(CC(=O)N1CCN(c2ccc(Cl)cc2)CC1)CC1=NS(=O)(=O)c2ccccc2N1,-5%,-20%,i,5%,-4%,1%,?,-45%,55%[activator]
COc1ccc(NC(=O)CN(C)C(=O)c2ccc3[nH]c4c(c3c2)CC(C)CC4)cc1 (stereo not drawn),-25%,-48%[inhibitor],i,13%,4%,5%,?,?,-11%
COc1ccccc1-c1cc(C(=O)Nc2c(C)n(C)n(-c3ccccc3)c2=O)no1,-9%,i,i,7%,-11%,1%,10%,0%,6%
O=C(O)CSc1cn(Cc2ccccc2)c2ccccc12,27%,i,i,2%,17%,0%,6%,5%,-1%
COC(=O)c1ccc(C(=O)Nc2ccc3nc(-c4ccncc4)[nH]c3c2)cc1,0%,-3%,i,1%,4%,2%,1%,13%,5%
CCC1(CC)NC(=O)N(CC(=O)OCC(=O)Nc2ccc(OC(F)(F)F)cc2)C1=O,7%,-55%[inhibitor],i,6%,11%,-2%,-2%,-9%,1%
CCOc1ccc(-c2csc(NC(=O)CSCC(=O)O)n2)c2ccccc12,-9%,i,i,10%,21%,1%,9%,8%,?
CC(=O)c1ccc(S(=O)(=O)N(CC(=O)NC2CC2)Cc2ccc(F)cc2)cc1,4%,-3%,i,2%,1%,-1%,5%,1%,-4%
CC(NCCS(=O)(=O)c1ccc(Cl)cc1)c1cccc(Cl)c1 (stereo not drawn),20%,-50%[inhibitor],i,4%,-2%,-4%,-7%,?,3%
Cc1ccc(C(O)c2ncc(-c3ccccc3)[nH]2)c(C)c1 (stereo not drawn),23%,-19%,i,4%,-6%,/,-12%,-2%,2%
CCN(Cc1ccccc1)C(=O)c1cccc(OC2CCN(C(=O)C3CC3)CC2)c1,19%,-26%,i,-2%,-17%,1%,40%,-13%,-11%
Cc1nc(Cl)cc(N/N=C/c2ccccc2)n1,7.9µM*,i,i,-6%,7%,0%,-25%,22%,5%
O=C(NC(Cc1ccccc1)c1nc2ccccc2[nH]1)c1cccc([N+](=O)[O-])c1 (stereo not drawn),10%,i,i,0%,-2%,-3%,-15%,?,-20%
O=C(Cc1ccccc1)NCC(=O)OCC(=O)c1ccc(F)cc1,0%,i,i,5%,-6%,1%,16%,3%,5%
CCc1c(N)nc(N)nc1Nc1ccc(C)c(C)c1,5%,i,i,3%,-2%,/,6%,?,3%
Cc1nnc(Nc2ccc(C(=O)O)cc2)[nH]c1=O,-3%,i,i,2%,-1%,-6%,10%,7%,3%
O=C(NCCCN1CCOCC1)c1ccc(CS(=O)(=O)c2ccc(Br)cc2)o1,-2%,i,i,-1%,11%,1%,3%,-28%,11%
CC(C)(c1ccccc1)c1ccc(OCCn2cnc3ccccc3c2=O)cc1,12%,i,i,?,4%,-3%,40%,?,-4%
COC(=O)CCC1(C(N)=O)CCC(=O)c2ccccc21 (stereo not drawn),0%,-17%,i,7%,-6%,/,/,1%,-8%
COc1ccc2c(c1)Cc1sc(NC(=O)c3ccccc3C)nc1-2,?,-2%,/,/,6%,/,22%,4%,-21%
CC(C)(C)N=C(NS(=O)(=O)c1cccs1)c1ccccc1,-3%,-13%,i,0%,7%,0%,0%,1%,3%
N#Cc1ccc(NC(=S)NC(=O)CCc2ccc(S(=O)(=O)N3CCOCC3)cc2)cc1,6%,-40%[inhibitor],i,0%,-1%,3%,0%,-2%,4%
CC1CCC(NC(=O)c2nc(Cn3ccc([N+](=O)[O-])n3)no2)CC1 (stereo not drawn),11%,-4%,i,2%,-4%,-2%,-13%,0%,7%
CCN(CC)C(=O)C1CCCN(Cc2ccc(OC)c(C)c2)C1 (stereo not drawn),-13%,i,i,8%,14%,1%,4%,0%,-9%
COc1cccc(CNC(=O)C2=C(C)C(=O)OC23CCN(C(C)=O)CC3)c1OC,6%,i,/,/,-9%,/,2%,16%,-6%

# The final 4 records of the section before are carried over, then new ones follow:
SMILES,TDP-43 yeast inh,PTHR1 agonist,Akt phos inh,aSyn rescue,Abeta yeast res,Mm-Cpn inhibitor,FUS yeast rescue,GLP1R inv ag,HEK293 tox
N#Cc1ccc(NC(=S)NC(=O)CCc2ccc(S(=O)(=O)N3CCOCC3)cc2)cc1,6%,-40%[inhibitor],i,0%,-1%,3%,0%,-2%,4%
CC1CCC(NC(=O)c2nc(Cn3ccc([N+](=O)[O-])n3)no2)CC1 (stereo not drawn),11%,-4%,i,2%,-4%,-2%,-13%,0%,7%
CCN(CC)C(=O)C1CCCN(Cc2ccc(OC)c(C)c2)C1 (stereo not drawn),-13%,i,i,8%,14%,1%,4%,0%,-9%
COc1cccc(CNC(=O)C2=C(C)C(=O)OC23CCN(C(C)=O)CC3)c1OC,6%,i,/,/,-9%,/,2%,16%,-6%
COc1ccccc1C(=O)Nc1ccnn1C1CCN(Cc2ccccc2OCCO)CC1,0%,-18%,i,-1%,6%,-1%,/,-23%,-4%
Cc1cccn2c(=O)c3cc(C(=O)NCc4cccnc4)c(=N)n(C(C)C)c3nc12,-4%,i,i,3%,12%,-8%,5%,0%,i
COC(=O)c1cc(C)nc2c1C(=O)C(=O)C=C2N1CCOCC1,-23%[1.82 µM],-93%[inhibitor],i,-29%,4%,-2%,37%,?,?
COCCSc1ccccc1C(=O)N1CCC(Cc2ccccc2)CC1,-2%,-48%[inhibitor],i,0%,2%,-9%,-24%,?,1%
Cn1nnnc1SCC(=O)N1CCN(c2ccc(Cl)cc2)CC1,17%,-28%,i,?,-6%,1%,0%,4%,0%
O=C(NCC1CCCO1)c1cc(S(=O)(=O)N2CCCCC2)ccc1Cl (stereo not drawn),13%,i,i,-1%,-12%,1%,-25%,-23%,7%
